M. tuberculosis GlmU = inhibition of mycobacterial GlmU enzyme – biochemical, glucosamine-1-phosphate acetyltransferase (AID 1376); M. tuberculosis GlmU acetyltransferase enzyme assay; higher % means a stronger effect; 0.25% of 220,000 active; one-dose inhibition, %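 (tested at 30 µM in the primary screen)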; IC50 in µM for titrated hits; in the data active = inhibition above about 13%;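 also: 0% = complete reaction with vehicle and 100% = reaction without substrate; strong numbers were not always called active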
RmlCD inh 1536 = blocks M. tuberculosis RmlC and RmlD coupled enzymes. 0.03% of 160,000 active. RmlC+RmlD coupled enzyme assay, percent inhibition; primary screen in compound mixtures. AID 1533. inhibition, % at 3.6 µM; in the data active = inhibition mostly above about 34%, no sharp cut-off; also: some results filed as inactive read as strong as hits
Target sequence (P9WH09 whole entry, looked up): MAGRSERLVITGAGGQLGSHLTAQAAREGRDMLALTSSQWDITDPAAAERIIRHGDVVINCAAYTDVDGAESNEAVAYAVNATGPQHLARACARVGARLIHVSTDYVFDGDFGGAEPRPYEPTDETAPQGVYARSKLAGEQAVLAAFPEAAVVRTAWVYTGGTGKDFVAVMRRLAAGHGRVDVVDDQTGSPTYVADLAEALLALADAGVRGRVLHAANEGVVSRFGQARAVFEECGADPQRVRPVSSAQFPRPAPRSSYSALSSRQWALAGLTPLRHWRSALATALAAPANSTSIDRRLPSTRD
Target sequence (P9WH11 whole entry, looked up): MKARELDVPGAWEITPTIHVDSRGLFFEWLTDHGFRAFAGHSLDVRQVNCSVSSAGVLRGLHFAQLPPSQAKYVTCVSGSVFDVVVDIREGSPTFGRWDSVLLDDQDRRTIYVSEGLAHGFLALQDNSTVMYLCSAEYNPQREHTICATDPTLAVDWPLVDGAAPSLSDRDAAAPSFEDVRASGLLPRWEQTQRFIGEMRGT
An asterisk follows results filed as active; nt = no result given.

| SMILES | M. tuberculosis GlmU | RmlCD inh 1536 |
| --- | --- | --- |
| Cc1nc(NC(=O)CN(C)S(=O)(=O)c2ccc(Br)cc2)sc1C | -0.8% | nt |
| CCCCOCCCNC(=O)c1ccccc1OCC | -6.2% | nt |
| CC1CC(C)(C)N(C(=O)NC2CCCCC2)c2ccccc21 (stereo unspecified) | -2.3% | nt |
| CSc1ccccc1NC(=O)c1ccccc1N(Cc1ccccc1)S(C)(=O)=O | 2.1% | -5 |
| Cn1ncc(Cl)c1C(=O)Nc1sc2c(c1C(N)=O)CCC2 | 6.7% | 7 |
| Cc1cc(C)nc(NS(=O)(=O)c2cccs2)c1 | 2.1% | nt |
| O=C(COc1ccccc1)NC1=NCCS1 | 0.8% | 1 |
| CCN(CC)c1ncc(C#N)c(N)n1 | -1.9% | 5 |

The list goes on.
| SMILES | M. tuberculosis GlmU | RmlCD inh 1536 |
| --- | --- | --- |
| COC(=O)C1=C(NC(=O)c2ccc(C)c(C)c2)CCS1 | 1.6% | nt |
| CC1CCCCN1Cc1ccc(N)cc1 (stereo unspecified) | 2.5% | nt |
| CCOc1ccccc1N=C1NC(=O)CS1 | 1.8% | 6 |
| COc1ccc(CC(=O)Nc2nc(-c3cc(OC)ccc3OC)cs2)cc1 | -0.6% | -1 |
| CCOC(=O)N1CCC(NC(=O)c2ccc3c(c2)N(Cc2ccccc2)CCS3)CC1 | 1.9% | nt |
| CC(=O)Nc1cc(S(=O)(=O)C(F)(F)F)ccc1Cl | -1.7% | nt |
| CCOc1ccc2[nH]c(=O)c(C(c3nnnn3C3CCCCC3)N3CCN(C)CC3)cc2c1 (stereo unspecified) | nt | 5 |
| CN1CCN(Cc2c(O)ccc3c(-c4ccccc4)cc(=O)oc23)CC1 | 0.6% | -2 |

(further entries)
| SMILES | M. tuberculosis GlmU | RmlCD inh 1536 |
| --- | --- | --- |
| CC(=O)c1ccc(Nc2ncnc3c2oc2ccccc23)cc1 | 2.9% | -12 |
| COC(=O)c1c(C(=O)NCc2ccccc2)ncn1CC(O)COc1ccccc1 (stereo unspecified) | 5.5% | nt |
| Cc1ccc(N/C=C(/C#N)c2ccsc2)cc1 | 1.1% | nt |
| CC(C)(C)C(=O)NC(=S)N1CCc2ccccc21 | 2.4% | 5 |
| COc1ccccc1NS(=O)(=O)c1cccc(NC(=O)NCCCl)c1 | 8.7% | -4 |
| Cc1noc(C)c1S(=O)(=O)NCc1ccc2c(c1)OCO2 | -0.9% | 6 |
| CCN1CCN(Cc2c(OC)ccc3ccccc23)CC1 | -0.8% | -4 |
| CC1(CCc2ccccc2)NC(=O)N(CC(=O)Nc2ccc3c(c2)OCCO3)C1=O (stereo unspecified) | -7.5% | -5 |

(list continues)
| SMILES | M. tuberculosis GlmU | RmlCD inh 1536 |
| --- | --- | --- |
| O=c1c2c(nc3cc(-c4ccccc4Cl)[nH]n13)CCS2 | 9.9% | 8 |
| COCCn1nnnc1C(C(C)C)N1CCCC(C)C1 (stereo unspecified) | 5.3% | -2 |
| Brc1ccccc1-c1nnc(COc2ncnc3ccccc23)o1 | -0.7% | -5 |
| Cc1nn(C)c(Cl)c1S(=O)(=O)N[C@@H](c1ccccc1)[C@]1(C)C[C@H]1[C@@H](C)C(=O)Nc1ccc2ccccc2c1 | 5.9% | nt |
| COc1ccc(OC(=O)NCCc2ccccc2)cc1 | 3.2% | -13 |
| CCOc1ccccc1OCc1nn2c(-c3ccc(C)cc3)nnc2s1 | -1.5% | nt |
| CC(=O)NS(=O)(=O)c1ccccc1 | -2.9% | 29 |
| CCOC(=O)N1CCN(CC(=O)Nc2ccc(Oc3ccccc3)cc2)CC1 | nt | 6 |

Seven compounds from above, ordered by molecular weight, rising.
| SMILES | M. tuberculosis GlmU | RmlCD inh 1536 |
| --- | --- | --- |
| CC(=O)NS(=O)(=O)c1ccccc1 | -2.9% | 29 |
| COc1ccc(OC(=O)NCCc2ccccc2)cc1 | 3.2% | -13 |
| COCCn1nnnc1C(C(C)C)N1CCCC(C)C1 (stereo unspecified) | 5.3% | -2 |
| O=c1c2c(nc3cc(-c4ccccc4Cl)[nH]n13)CCS2 | 9.9% | 8 |
| CCOc1ccccc1OCc1nn2c(-c3ccc(C)cc3)nnc2s1 | -1.5% | nt |
| CCOC(=O)N1CCN(CC(=O)Nc2ccc(Oc3ccccc3)cc2)CC1 | nt | 6 |
| CC1(CCc2ccccc2)NC(=O)N(CC(=O)Nc2ccc3c(c2)OCCO3)C1=O (stereo unspecified) | -7.5% | -5 |

The results go on.
| SMILES | M. tuberculosis GlmU | RmlCD inh 1536 |
| --- | --- | --- |
| Cc1cccc(NC(=O)C2CC(=O)OC23CCCCC3)c1 (stereo unspecified) | -8.4% | -8 |
| O=C(Nc1ccc(OC(F)(F)C(F)F)c(NC(=O)c2ccc(F)cc2)c1)c1ccc(F)cc1 | 5.5% | nt |
| COc1ccc([N+](=O)[O-])cc1NC(=O)Cc1noc2ccc(C)cc12 | -1.8% | 103 |
| Cc1ccc(NC(=O)COC(=O)Cc2ccsc2)cc1S(=O)(=O)N1CCOCC1 | -5.7% | 3 |
| COc1cccc(-n2nnnc2SCC(=O)Nc2ccc(C(C)=O)cc2)c1 | 0.6% | nt |
| CSc1nc2c(c(=O)[nH]1)C(c1ccc(C(F)(F)F)cc1)CC(=O)N2 (stereo unspecified) | 1.6% | -18 |
| Cc1ccc(NC(=O)C2CCN(c3cnccn3)CC2)cc1 | -2.1% | -8 |
| CCOc1ccc(CC2CCC(=O)NC2=O)cc1 (stereo unspecified) | 4.9% | 3 |

Next entries follow:
mol,M. tuberculosis GlmU,RmlCD inh 1536
Cc1cccc(/C=C2/C(=O)/C(=C/c3ccccc3C)C3CCC2N3C)c1 (stereo unspecified),0.8%,nt
CC(C)N1CCN(Cc2nc3c(s2)CCCC3)CC1CCO (stereo unspecified),-2.3%,-11
O=[n+]1c2c(n([O-])c3cc(F)c(N4CCCC4)cc31)CCCC2,-2.2%,18
CCOC(=O)C1=C(CSc2nccn2C)NC(=O)NC1c1cc(C)ccc1C (stereo unspecified),3.9%,nt
COc1ccc(-c2cn(-c3ccc(Cl)cc3)c3[n+]2CCCCC3)cc1,1.3%,nt
CN(C)S(=O)(=O)c1ccc2[nH]cc(/C=C/c3nc4ccccc4c(=O)n3-c3ccccc3)c2c1,5.0%,-8
O=C(c1ccc(F)cc1)N1CCC(c2ccccc2)C1 (stereo unspecified),0.2%,-1
CCc1ccc(CN(C)C(=O)CCc2nc3ccccc3n(-c3ccc(OC)cc3)c2=O)cc1,1.8%,nt

Carrying on.
mol,M. tuberculosis GlmU,RmlCD inh 1536
COc1ccccc1C(=O)NC(=Nc1nc2ccccc2o1)NC(=O)c1ccccc1OC,1.1%,-6
COC(=O)COc1ccc(S(=O)(=O)NCc2cccnc2)cc1,-4.5%,-3
Cc1ccc(-c2cc(C(=O)O)c3ccccc3n2)c(C)c1,-2.2%,10
OCCN1CCOCCN(CCO)CCN(CCO)CC1,-7.8%,-10
CS(=O)(=O)c1ccc(C(=O)OCC(=O)NC(=O)C2CCCCC2)cc1[N+](=O)[O-],6.9%,0
COc1ccc(CNC(=O)CN(Cc2cccs2)C(=O)CCC(=O)Nc2ccccn2)cc1,1.2%,0
O=C(O)c1cccc(NC(=O)c2cn(-c3ccccc3)nc2-c2ccncc2)c1,-2.7%,3
O=C(COC(=O)c1cccc(S(=O)(=O)N2CCOCC2)c1)Nc1nc(-c2ccccc2Cl)cs1,1.1%,5

Further entries follow.
mol,M. tuberculosis GlmU,RmlCD inh 1536
COc1ccc(NC(=O)Cn2cnc3c(cnn3C(C)(C)C)c2=O)cc1OC,-3.0%,-2
Cc1ccc(C)n1-c1ccccc1N,-1.2%,nt
COCCNC(=O)c1c(CSc2ccc(F)cc2)noc1C(=O)NCc1ccccc1,3.1%,nt
CCc1nnc(NC(=O)CSc2nnc(-c3ccccc3OC)n2-c2ccc(C)cc2)s1,17%,7
COC(=O)/C(=C1/Oc2cc3c(cc2S1)OCO3)C(F)(F)F,-2.3%,6
O=C(CSc1nccc(=O)[nH]1)N1CCCc2ccccc21,6.4%,17
Cc1ccc(NC(=S)Nc2ccc3[nH]c(=O)[nH]c3c2)cc1C,1.6%,7
O=C1Nc2c(c(=O)[nH]c(=O)n2Cc2ccccc2)C1(NS(=O)(=O)c1ccccc1)C(F)(F)F (stereo unspecified),-1.8%,nt

(listing goes on)
mol,M. tuberculosis GlmU,RmlCD inh 1536
CCC(NC(=O)Nc1cc(C)on1)(C(F)(F)F)C(F)(F)F,0.2%,1
O=C1Nc2ccccc2C1=O,-0.4%,nt
CCOC(=O)N1CCN(C(=O)c2cn(-c3ccc(C)c(C)c3)c(=O)c3ccccc23)CC1,0.9%,2
Cc1ncc(C23CC4CC(CC(C4)C2)C3)[nH]1,1.7%,5
CCOc1ncccc1C(=O)Nc1cccc(Cl)c1Cl,4.4%,-9
O=C(NCc1ccco1)C(c1cccs1)N(Cc1ccccc1)C(=O)Cn1nnc2ccccc21 (stereo unspecified),-1.3%,4
Cn1c(SCCOc2ccc(F)cc2)nnc1-c1ccncc1,9.3%,-2
CCc1cc2c(COC(=O)c3c(C)noc3C)cc(=O)oc2cc1O,1.1%,16

Further compounds follow.
mol,M. tuberculosis GlmU,RmlCD inh 1536
Cc1nn(-c2ccccc2)c2c1C(c1ccco1)C(C#N)=C(N)O2 (stereo unspecified),4.5%,0
CCOCCCNc1nc(=S)[nH]c2cc(OC)c(OC)cc12,4.0%,nt
CCCc1ccc(C(=O)/C=C/N(C)C)cc1,-1.6%,-7
COc1ccc(CNc2nc(-c3cccnc3)nn2C(=O)c2cccs2)cc1,nt,1
Cc1cccc2cc3c(N)c(C#N)sc3nc12,-0.1%,nt
COc1ccc(C2N3CC4(C)CN2CC(C)(C3)C4)cc1OC (stereo unspecified),1.5%,12
COc1ccc(-c2nn(-c3ccccc3)cc2/C=C(/C#N)C(N)=O)cc1[N+](=O)[O-],1.0%,-9
COCc1cc(C)nc(OCC(=O)N/N=C/c2ccc(C)o2)c1C#N,1.6%,-5

Entries above that contain a COOH group:
mol,M. tuberculosis GlmU,RmlCD inh 1536
Cc1ccc(-c2cc(C(=O)O)c3ccccc3n2)c(C)c1,-2.2%,10
O=C(O)c1cccc(NC(=O)c2cn(-c3ccccc3)nc2-c2ccncc2)c1,-2.7%,3

Continuation.
mol,M. tuberculosis GlmU,RmlCD inh 1536
Cc1ccccc1CC1(CO)CCCN(Cc2ccc(C#CC(C)(C)O)cc2)C1 (stereo unspecified),9.6%,-10
OC1(c2ccccc2)CCN(Cc2ccccc2)CC1,0.3%,-8
CCN1CCN(Cc2c(O)ccc3c(=O)c(-c4ccccc4OC)coc23)CC1,2.3%,57
Cc1c(NC(=O)COC(=O)c2ccccc2Cl)c(=O)n(-c2ccccc2)n1C,-0.7%,nt
CN(C)S(=O)(=O)N1CCN(CC(O)COc2ccc3cc(Br)ccc3c2)CC1 (stereo unspecified),-2.3%,-9
CCCN(CCC)Cc1cc(=O)oc2cc3c(cc12)CCC3,-1.2%,4
CC1SC(=Nc2ccccc2)N(S(=O)(=O)c2ccccc2)C1=O (stereo unspecified),-0.9%,54
CSc1nc(N2CCCC2)c2c(c1C#N)CC(C)(C)OC2,3.7%,-8

Additional compounds follow.
mol,M. tuberculosis GlmU,RmlCD inh 1536
C/C(=N/NC(=O)Cc1ccccc1)c1ccc(C)s1,6.8%,4
O=C(c1cn(-c2ccccc2)nc1-c1cccs1)N(CCO)Cc1ccccc1,1.7%,nt
COc1ccc2c(c1)c(C(=O)CN1CCN(c3ccccc3)CC1)c(C)n2C,2.3%,5
O=C(c1ccccc1)c1ccc(OCCO)cc1,1.9%,-10
C(=N\Nc1nc2ccccc2[nH]1)/C1CCCCC1,3.6%,6
CC1CCC(NC(=O)CN2C(=O)C3CCCN3c3ncc(Cl)cc32)CC1 (stereo unspecified),-3.4%,nt
CNC(=O)O/N=C(\N)Cc1csc2ccccc12,6.7%,-14
O=c1[nH]c(SCc2n[nH]c(=S)n2-c2ccccc2)nc2ccccc12,4.8%,9

(list continues)
mol,M. tuberculosis GlmU,RmlCD inh 1536
O=C(Nc1ccc(Cl)cn1)C1CCCN1S(=O)(=O)c1cccc2ccccc12 (stereo unspecified),6.0%,7
CCCN(CCC)C(=O)c1ccc2c(c1)N(Cc1ccccc1)C(=O)CS2=O (stereo unspecified),-0.6%,-14
C#CCOCCOCCOCCNc1nc(N2CCN(C(=O)[C@H](Cc3cc4ccccc4[nH]3)n3cc(C(N)CC(C)C)nn3)CC2)nc(N2CCN(C(=O)[C@H](CCC(=O)O)n3cc(C(N)[C@H](C)CC)nn3)CC2)n1 (stereo partly specified),-11%,nt
COc1cc(NC(=S)Nc2cccc(Cl)c2Cl)c(OC)cc1Cl,-3.9%,8
CCN(CC)/C(=N/S(=O)(=O)c1ccc(C)cc1)c1ccccc1,2.7%,61
CC(C)=CCN1CCN(Cc2cc(CC(C)C)n[nH]2)CC1CCO (stereo unspecified),-3.0%,nt
CCOc1cc(N2CCOCC2)c(OCC)cc1NC(=O)c1ccccc1,4.1%,-10
O=C(NCC1CCCO1)c1cc2ccccc2[nH]1 (stereo unspecified),-2.9%,-6

Further records
mol,M. tuberculosis GlmU,RmlCD inh 1536
CN(C)C(=S)Nc1ccc(N2CCOCC2)cc1,1.3%,-5
CCn1c(C)cc2c(c1=O)C(c1ccc3c(c1)OCO3)C(C#N)=C(N)O2 (stereo unspecified),2.0%,-6
C=CCn1c(-c2cccc([N+](=O)[O-])c2)n[nH]c1=S,6.5%,10
O=[N+]([O-])c1ccc(N2CCN(S(=O)(=O)c3ccc4ccccc4c3)CC2)cc1NCc1ccco1,0.7%,10
COc1ccc(-c2cc3nc4ccccc4n3c(N)c2C#N)cc1,-1.0%,-10
c1ccc(CN2CCCC3(CCCN(Cc4nc(CC5CC5)no4)C3)C2)cc1 (stereo unspecified),-4.9%,6
Cc1oc2c(CN3CCOCC3)c(O)ccc2c(=O)c1-c1ccc(Cl)cc1,1.2%,-13
CC(OC(=O)c1cccs1)C(=O)NCC1CCCO1 (stereo unspecified),-4.7%,nt

Screening data deposited in PubChem BioAssay by several laboratories.

These rows are one share of the data, so the mix of outcomes need not match the whole.
